NR5A2 inv ag: LRH-1 (NR5A2) inverse agonists, primary screen, cell-based, luminescence, HEK293T, StAR-luciferase reporter; Nuclear receptor subfamily 5 group A member 2 (Homo sapiens), O00482; LRH-1 transfected, 24 h; inhibition, % at 3.6 µM; hit rate 0.13% among 360,000; AID 602396, 2012;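 active = inhibition above the mean inhibition of all tested compounds plus 3 SD, cut at about 73% in these data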;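 also: 0% = DMSO wells and 100% = reporter-only cells lacking LRH-1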
TLR9-MyD88 inh: inhibitors of TLR9-MyD88 association in cells, primary screen, cell-based, CHO, BLA complementation, fluorescence. Toll-like receptor 9 (Homo sapiens) + Myeloid differentiation primary response protein …. AID 504734, 2011. hit rate 0.21% among 340,000. inhibition, % at 4.98 µM. CCF4 FRET ratio;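 active = inhibition above the mean over all tested compounds plus 3 SD, cut at about 21% in these data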;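 also: 0% = DMSO only wells and 100% = clavulanate BLA inhibitor control wells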
EBV LMP1 NFkB: EBV LMP1-driven NF-kappaB luciferase reporter inhibitors, primary screen, cell-based, luminescence, single point. LMP1-induced NF-kappaB luciferase reporter cells. inhibition, % at 12.5 µM. hit rate 0.69% among 350,000. AID 504558, 2011; in the data active = inhibition above about 41%;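 also: 0% = neutral control wells and 100% = reference inhibitor control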
Vif imaging: HIV Vif self-association inhibitors, primary screen, imaging, HEK293T, single point. HEK293T cells, Vif self-association by quenched fluorescence, 24 h. inhibition, % at 7.49 µM. hit rate 0.35% among 340,000. AID 602346, 2012; in the data active = inhibition above about 50%, passing the limit was not always enough; also: some results filed as inactive read as strong as hits
TROY NFkB inh: inhibitors of TROY-driven NF-kB signaling, primary screen, Q293 LMP1-TROYcd cells, NF-kB luciferase, uHTS | Q293 LMP1-TROYcd NF-kB luciferase reporter, 4 h | inhibition, % at 10 µM | hit rate 0.98% among 360,000;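 active = compounds whose plate-normalised and pattern-corrected inhibition of the luciferase reporter signal at the single screening dose is 50% or more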
SRC1 inh: SRC1 coactivator transcriptional activity inhibitors, primary screen, cell-based, luminescence; Nuclear receptor coactivator 1 (Homo sapiens), Q15788; inhibition, % at 3.6 µM; hit rate 0.12% among 360,000; HEK293 GAL4-SRC1 luciferase reporter;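 active = inhibition above the campaign mean plus 3 SD, with each screening campaign given its own cutoff, cut at about 60% in these data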;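 also: 0% = DMSO treated cells and 100% = gossypol at 36 µM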
NCOA3 inh: SRC3 coactivator transcriptional activity inhibitors, primary screen, cell-based, luminescence | Nuclear receptor coactivator 3 (Homo sapiens), Q9Y6Q9 | HEK293 GAL4-SRC3 luciferase reporter | hit rate 0.17% among 360,000 | inhibition, % at 3.6 µM;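 active = inhibition above a per-campaign cutoff, the mean of all compounds plus 3 SD, cut at about 60% in these data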;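 also: 0% = DMSO-treated cells and 100% = gossypol-treated cells at 36 µM; higher means less SRC3-driven luciferase light from the GAL4 reporter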
Target sequence (Q9Y6Q9 whole entry, looked up, the tested form may be a part): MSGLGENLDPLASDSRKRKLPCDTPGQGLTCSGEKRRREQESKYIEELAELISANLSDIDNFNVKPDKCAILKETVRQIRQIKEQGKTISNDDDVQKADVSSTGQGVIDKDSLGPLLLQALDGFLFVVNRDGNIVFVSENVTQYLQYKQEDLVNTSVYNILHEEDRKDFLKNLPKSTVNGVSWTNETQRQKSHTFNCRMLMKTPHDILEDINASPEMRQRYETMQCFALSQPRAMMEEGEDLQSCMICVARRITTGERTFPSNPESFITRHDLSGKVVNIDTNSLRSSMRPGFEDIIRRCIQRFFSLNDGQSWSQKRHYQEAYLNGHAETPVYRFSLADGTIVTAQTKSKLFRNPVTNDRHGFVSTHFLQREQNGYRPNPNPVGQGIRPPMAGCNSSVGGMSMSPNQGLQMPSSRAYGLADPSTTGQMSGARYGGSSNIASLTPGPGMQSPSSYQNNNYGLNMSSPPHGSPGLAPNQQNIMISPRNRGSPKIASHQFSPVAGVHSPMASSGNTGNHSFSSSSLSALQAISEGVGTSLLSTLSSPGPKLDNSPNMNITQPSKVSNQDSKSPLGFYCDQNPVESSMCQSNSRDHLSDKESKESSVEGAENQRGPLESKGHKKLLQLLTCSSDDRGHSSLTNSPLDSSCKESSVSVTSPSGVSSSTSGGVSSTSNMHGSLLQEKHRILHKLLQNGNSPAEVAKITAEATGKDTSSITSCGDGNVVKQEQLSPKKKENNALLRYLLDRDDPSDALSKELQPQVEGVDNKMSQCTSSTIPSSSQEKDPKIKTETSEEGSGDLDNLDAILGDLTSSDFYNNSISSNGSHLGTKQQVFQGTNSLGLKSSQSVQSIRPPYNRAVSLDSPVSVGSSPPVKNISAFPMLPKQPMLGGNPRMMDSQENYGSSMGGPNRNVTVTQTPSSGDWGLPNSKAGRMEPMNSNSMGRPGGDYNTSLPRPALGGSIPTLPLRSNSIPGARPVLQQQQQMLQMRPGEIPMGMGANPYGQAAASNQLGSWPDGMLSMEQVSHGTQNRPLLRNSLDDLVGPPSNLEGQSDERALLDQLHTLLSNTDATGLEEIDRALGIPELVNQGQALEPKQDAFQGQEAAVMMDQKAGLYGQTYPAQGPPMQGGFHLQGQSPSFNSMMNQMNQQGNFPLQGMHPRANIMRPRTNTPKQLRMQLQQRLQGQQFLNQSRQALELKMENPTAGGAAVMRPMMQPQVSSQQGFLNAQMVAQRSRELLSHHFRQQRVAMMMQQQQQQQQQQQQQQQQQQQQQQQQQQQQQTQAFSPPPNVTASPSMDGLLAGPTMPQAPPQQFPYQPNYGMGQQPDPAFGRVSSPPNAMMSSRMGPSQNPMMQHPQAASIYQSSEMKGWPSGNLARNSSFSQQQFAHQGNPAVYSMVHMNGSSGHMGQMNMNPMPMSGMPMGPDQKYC
SRC2 inh: inhibition of GAL4-SRC2 driven luciferase reporter, primary screen, SRC2 inhibitor project, cell-based, luminescence | inhibition, % at 9 µM | HEK293 GAL4-SRC2 luciferase reporter | hit rate 0.17% among 370,000;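 active = inhibition above the mean inhibition of all tested compounds plus 3 SD, set per campaign, cut at about 52% in these data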;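 also: 0% = DMSO treated cells and 100% = cells given Gossypol at 36 µM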
C8 TRAIL sens: viability loss with TRAIL in NB7+C8 cells, primary screen, TRAIL sensitizer project, cell-based, ATPlite luminescence; AID 624354, 2012; inhibition (viability loss, TRAIL sensitization), % at 10 µM; hit rate 1% among 360,000;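 active = compounds causing at least 50% loss of cell viability in the single-dose screen, relative to plate controls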
NOD2 RIPK2 PPI: NOD2-RIPK2 binding disruptors in cells, primary screen, fluorescence, CHO cells, BLA complementation. Receptor-interacting serine/threonine-protein kinase 2 (Homo sapiens), O43353. CCF4 ratio. inhibition, % at 4.98 µM. hit rate 0.38% among 360,000. AID 624267, 2012; in the data active = inhibition above about 21%;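 also: 0% = vehicle only and 100% = reference blocker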
COUP-TFII inh: NR2F2 transcriptional activity inhibitors, primary screen, cell-based, luciferase reporter, HEK293T, luminescence. AID 686940, 2013. hit rate 0.7% among 370,000. HEK293T NGFI-A luciferase reporter. inhibition, % at 8.6 µM;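 active = inhibition above a per-plate cutoff, mean inhibition of test wells between control levels plus 3 SD, cut at about 38% in these data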;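 also: cells cotransfected with COUP-TFII expression vector driving the NGFI-A reporter; 0% = median of COUP-TF2 test wells and 100% = reporter-only cells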
Active calls of the source: *.

`Cc1ccc(S(=O)(=O)N2CCC(C(=O)OCC(=O)N(C)C3CCCCC3)CC2)cc1C` gave NR5A2 inv ag 11, TLR9-MyD88 inh 3, EBV LMP1 NFkB 0, Vif imaging -5, TROY NFkB inh 5, SRC1 inh -1, NCOA3 inh -3, SRC2 inh 9, C8 TRAIL sens 8, NOD2 RIPK2 PPI 1 and COUP-TFII inh -11.
`COc1ccc(OC)c(NC(=O)CSc2nc3ccccc3c(=O)n2CC2CCCO2)c1` (centres undefined) gave NR5A2 inv ag -9, TLR9-MyD88 inh -10, EBV LMP1 NFkB 6, Vif imaging 10, TROY NFkB inh -8, SRC1 inh -10, NCOA3 inh 0, SRC2 inh -14, C8 TRAIL sens -2, NOD2 RIPK2 PPI -8 and COUP-TFII inh -23.
For CCCCNC(=O)C1(c2ccc(OC)cc2)CCOCC1 the results were NR5A2 inv ag -6, TLR9-MyD88 inh -9, EBV LMP1 NFkB 5, Vif imaging -8, TROY NFkB inh 5, SRC1 inh -22, NCOA3 inh 6, SRC2 inh 1, C8 TRAIL sens -12, NOD2 RIPK2 PPI 2 and COUP-TFII inh -9.
COc1ccc(NC(=O)CSc2n[nH]c(-c3ccccc3)n2)cc1S(N)(=O)=O was read as NR5A2 inv ag 11, TLR9-MyD88 inh -1, EBV LMP1 NFkB 4, Vif imaging 1, TROY NFkB inh 12, SRC1 inh -25, NCOA3 inh 3, SRC2 inh -22, C8 TRAIL sens 3, NOD2 RIPK2 PPI -2 and COUP-TFII inh 1.
For CCCS(=O)(=O)N1CCN(CC2CC3C=CC2C3)CC1 (centres undefined) the results were NR5A2 inv ag -10, TLR9-MyD88 inh -13, EBV LMP1 NFkB 0, Vif imaging 5, TROY NFkB inh 20, SRC1 inh -4, NCOA3 inh -10, SRC2 inh -3, C8 TRAIL sens 6, NOD2 RIPK2 PPI -3 and COUP-TFII inh 0.
Screening Cc1csc(N/N=C/c2ccccc2F)n1 returned NR5A2 inv ag -91, TLR9-MyD88 inh -3, EBV LMP1 NFkB 87*, Vif imaging -3, TROY NFkB inh 10, SRC1 inh -54, NCOA3 inh -68, SRC2 inh -37, C8 TRAIL sens 10, NOD2 RIPK2 PPI -12 and COUP-TFII inh -39.
For Nc1c(C(=O)OCC(=O)Nc2ccc(Cl)cc2[N+](=O)[O-])[nH]c(=O)[nH]c1=O the results were NR5A2 inv ag -2, TLR9-MyD88 inh -2, EBV LMP1 NFkB -1, Vif imaging -3, TROY NFkB inh 5, SRC1 inh 19, NCOA3 inh 13, SRC2 inh 1, C8 TRAIL sens -10, NOD2 RIPK2 PPI -8 and COUP-TFII inh -3.
COc1cccc(CNC(=O)C(CCSC)NS(=O)(=O)c2ccc3c(c2)oc(=O)n3C)c1 (centres undefined) was read as NR5A2 inv ag -2, TLR9-MyD88 inh -8, EBV LMP1 NFkB 0, Vif imaging -6, TROY NFkB inh -3, SRC1 inh -2, NCOA3 inh 0, SRC2 inh -7, C8 TRAIL sens -3, NOD2 RIPK2 PPI -6 and COUP-TFII inh 7.
Screening O=C1Nc2c(Br)cc(Br)cc2C1(O)N1CCOCC1 (centres undefined) returned NR5A2 inv ag -8, TLR9-MyD88 inh -3, EBV LMP1 NFkB 1, TROY NFkB inh 0, SRC1 inh 9, NCOA3 inh -7, SRC2 inh 0, C8 TRAIL sens 24, NOD2 RIPK2 PPI 3 and COUP-TFII inh -6.
`CC1CN(C(=S)NC(=O)c2ccc([N+](=O)[O-])cc2)CC(C)O1` (centres undefined) gave NR5A2 inv ag 9, TLR9-MyD88 inh -12, EBV LMP1 NFkB 7, Vif imaging 0, TROY NFkB inh -8, SRC1 inh -13, NCOA3 inh 12, SRC2 inh -5, C8 TRAIL sens -6, NOD2 RIPK2 PPI -4 and COUP-TFII inh 8.
O=C(NC(Cc1c[nH]c2ccccc12)c1nnc2n1CCCCC2)c1ccccc1Cl (centres undefined) was read as NR5A2 inv ag -9, TLR9-MyD88 inh -4, EBV LMP1 NFkB 6, Vif imaging 5, TROY NFkB inh -6, SRC1 inh -7, NCOA3 inh 1, SRC2 inh -12, C8 TRAIL sens -19, NOD2 RIPK2 PPI -8 and COUP-TFII inh 18.
For COc1cccc(C(=O)Nc2cc(Cl)c(O)c(Cl)c2)c1 the results were NR5A2 inv ag -46, TLR9-MyD88 inh 1, EBV LMP1 NFkB 2, Vif imaging 1, TROY NFkB inh -3, SRC1 inh 0, NCOA3 inh -12, SRC2 inh 1, C8 TRAIL sens 26, NOD2 RIPK2 PPI -4 and COUP-TFII inh 2.
CC(=O)N1CCN(CC(C)(C)NS(=O)(=O)c2ccccc2)CC1 was read as NR5A2 inv ag 10, TLR9-MyD88 inh -2, EBV LMP1 NFkB 4, Vif imaging -5, TROY NFkB inh -11, SRC1 inh 7, NCOA3 inh 16, SRC2 inh 1, C8 TRAIL sens 2, NOD2 RIPK2 PPI 1 and COUP-TFII inh -4.
`Cc1cc(C)c(C#N)c(SCC(=O)c2ccccc2)n1` gave NR5A2 inv ag 16, TLR9-MyD88 inh 0, EBV LMP1 NFkB 23, Vif imaging -6, TROY NFkB inh -4, SRC1 inh -25, NCOA3 inh -39, SRC2 inh 5, C8 TRAIL sens 4, NOD2 RIPK2 PPI 1 and COUP-TFII inh 8.
For CCOC(=O)C1(Cc2ccccc2)CCN(Cc2cc(OC)c3c(c2)OCO3)CC1 the results were NR5A2 inv ag -4, TLR9-MyD88 inh -15, EBV LMP1 NFkB 15, Vif imaging 0, TROY NFkB inh 7, SRC1 inh 6, NCOA3 inh 17, SRC2 inh -14, C8 TRAIL sens 13, NOD2 RIPK2 PPI -5 and COUP-TFII inh -7.
For COc1ccc(-c2cc(C(=O)OCC(=O)N3CCCC3)c3ccccc3n2)cc1 the results were NR5A2 inv ag -32, TLR9-MyD88 inh -1, EBV LMP1 NFkB 4, Vif imaging -13, TROY NFkB inh -40, SRC1 inh 0, NCOA3 inh -3, SRC2 inh -2, C8 TRAIL sens 36, NOD2 RIPK2 PPI -11 and COUP-TFII inh -1.
Screening CC1(C)NC(=O)N(CC(=O)N2CCC(Cc3ccccc3)CC2)C1=O returned NR5A2 inv ag -4, TLR9-MyD88 inh -12, EBV LMP1 NFkB 5, Vif imaging 28, TROY NFkB inh -5, SRC1 inh -7, NCOA3 inh -2, SRC2 inh -22, C8 TRAIL sens -12, NOD2 RIPK2 PPI -12 and COUP-TFII inh 0.
Screening COc1cc2c(cc1OC)C(C(=O)Nc1ccc3c(c1)OCCO3)C(c1cccnc1)N(C)C2=O (centres undefined) returned NR5A2 inv ag -3, TLR9-MyD88 inh 3, EBV LMP1 NFkB 30, Vif imaging 0, TROY NFkB inh 2, SRC1 inh 2, NCOA3 inh -6, SRC2 inh 24, C8 TRAIL sens 14, NOD2 RIPK2 PPI -2 and COUP-TFII inh 30.
For CCOC(=O)C1(C(=O)O)NC(=O)CC1c1ccccc1 (centres undefined) the results were NR5A2 inv ag 3, TLR9-MyD88 inh 4, EBV LMP1 NFkB 0, Vif imaging -5, TROY NFkB inh -9, SRC1 inh -19, NCOA3 inh 21, SRC2 inh 4, C8 TRAIL sens -5, NOD2 RIPK2 PPI 4 and COUP-TFII inh -4.
CC(Oc1ccc(Cl)cc1Cl)c1nc(-c2ccc(NC(=O)c3ccncc3)cc2)no1 (centres undefined) was read as NR5A2 inv ag 31, TLR9-MyD88 inh 3, EBV LMP1 NFkB -14, TROY NFkB inh 39, SRC1 inh 15, NCOA3 inh 22, SRC2 inh -12, C8 TRAIL sens 8, NOD2 RIPK2 PPI 0 and COUP-TFII inh 80*.
Screening COc1ccc(OC)c(/C=N\NC(=O)c2ccc(=O)n(C)c2)c1 returned NR5A2 inv ag 1, TLR9-MyD88 inh 5, EBV LMP1 NFkB 4, Vif imaging 4, TROY NFkB inh -5, SRC1 inh -20, NCOA3 inh -2, SRC2 inh 2, C8 TRAIL sens -10, NOD2 RIPK2 PPI -1 and COUP-TFII inh -1.
`CCn1c(=N)n(CC(O)c2cccs2)c2ccccc21` (centres undefined) gave NR5A2 inv ag -1, TLR9-MyD88 inh 4, EBV LMP1 NFkB -25, Vif imaging -1, TROY NFkB inh 0, SRC1 inh -2, NCOA3 inh 7, SRC2 inh 0, C8 TRAIL sens -2, NOD2 RIPK2 PPI -9 and COUP-TFII inh -1.
CCOc1ccc2[nH]c(=O)c(CN(CCO)C(c3nnnn3C3CCCCC3)C(C)C)cc2c1 (centres undefined) was read as NR5A2 inv ag -7, TLR9-MyD88 inh -3, EBV LMP1 NFkB -2, Vif imaging 3, TROY NFkB inh -11, SRC1 inh 6, NCOA3 inh 5, SRC2 inh -24, C8 TRAIL sens -14, NOD2 RIPK2 PPI -10 and COUP-TFII inh -1.
Screening O=C(COC(=O)c1cccnc1Cl)NC(=O)NC1CCCCC1 returned NR5A2 inv ag 20, TLR9-MyD88 inh -12, EBV LMP1 NFkB -1, Vif imaging 0, TROY NFkB inh -2, SRC1 inh 6, NCOA3 inh 22, SRC2 inh 2, C8 TRAIL sens -23, NOD2 RIPK2 PPI -8 and COUP-TFII inh -7.
COc1ccc(C(C)=O)cc1COc1ccc([N+](=O)[O-])c(C)c1 was read as NR5A2 inv ag 10, TLR9-MyD88 inh -2, EBV LMP1 NFkB 9, Vif imaging 4, TROY NFkB inh -13, SRC1 inh 0, NCOA3 inh 9, SRC2 inh -17, C8 TRAIL sens 0, NOD2 RIPK2 PPI -10 and COUP-TFII inh -21.
Screening CC(O)C(NS(=O)(=O)c1ccc(Cl)cc1)C(=O)OCC(=O)c1c[nH]c2ccccc12 (centres undefined) returned NR5A2 inv ag 26, TLR9-MyD88 inh 7, EBV LMP1 NFkB 2, Vif imaging -3, TROY NFkB inh 27, SRC1 inh -19, NCOA3 inh 14, SRC2 inh -3, C8 TRAIL sens 6, NOD2 RIPK2 PPI -13 and COUP-TFII inh 16.
For CN(C(=S)Nc1ccc(F)cc1)C(c1ccccc1)c1ccccc1 the results were NR5A2 inv ag 8, TLR9-MyD88 inh 2, EBV LMP1 NFkB -3, Vif imaging -13, TROY NFkB inh -21, SRC1 inh 9, NCOA3 inh 2, SRC2 inh 7, C8 TRAIL sens -2, NOD2 RIPK2 PPI -8 and COUP-TFII inh 13.

A portion of the library, so the mix of outcomes need not match the whole.
